# Screens deposited in PubChem BioAssay by several laboratories.
# TRPC4 potent = TRPC4 (mouse) allosteric potentiation; Q9QUQ5; HEK293 TRPC4beta/mu-opioid, DAMGO EC20, Fluo-4 Ca2+ flux; active compounds read high; B-score at 10 µM; 310,000 compounds, 0.42% hits; AID 2227;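 active = B-score of calcium response area above 5 SD of library B-scores, with initial fluorescence ratio within 5 SD of library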;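 also: B-score of integrated fluorescence ratio over time as area under calcium response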
# TRPC4 inh = inhibitors of mouse TRPC4 channel | HEK293 TRPC4beta/mu-opioid, DAMGO-evoked Fluo4 calcium flux; active compounds read low | Q9QUQ5 | B-score at 10 µM | 300,000 compounds, 0.39% hits | AID 2247;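 active = B-score over 3 SD under the library average, no early fluorescence shift, positive overall ratio signal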
#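 Material: HEK293 cells with stable TRPC4beta plus mu-opioid receptor expression; probe or stimulus: DAMGO in two steps, submaximal then maximal; technique: Fluo4 calcium fluorescence by kinetic imaging, 5 s 1 Hz baseline; measure: integrated fluorescence ratio relative to baseline, converted to per-well B score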
# SKKanGAS inh = inhibitors of SKKanGAS S. pyogenes growth in kanamycin (SK-promoter or general growth effect); BacTiter-Glo, 6 h; 300,000 compounds, 1.3% hits; inhibition, % at 7.5 µM; AID 1662;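 active = mean replicate score, as percent of positive control median, at least 50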;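 also: strain carries kanamycin resistance gene driven by streptokinase promoter and grows in 40 µg/ml kanamycin; loss of luminescence reflects streptokinase promoter inhibition or plain growth inhibition; 0% = median of DMSO wells and 100% = positive control at its reference dose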
# TRPC4 agonist = opens the mouse TRPC4 cation channel; HEK293 TRPC4beta/mu-opioid, Fluo4 calcium fluorescence; active compounds read high; B-score at 10 µM; 310,000 compounds, 0.49% hits; AID 2237;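 active = B-score above 5 SD of library B-scores, and initial fluorescence ratio not above library mean plus 5 SD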;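 also: positive B-score marks a calcium rise read as TRPC4 activation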
#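 system = HEK293 cells stably co-expressing mouse TRPC4beta and mu-opioid receptor | schedule = Fluo4 dye loading 45 min at room temperature, 110 s recording | measure = B-scored integrated calcium fluorescence ratio | signal = Fluo4 calcium-sensitive dye fluorescence, kinetic, 1 Hz baseline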
# MrgX1 antag = blocks BAM8-22 activation of human MrgX1 receptor; MRGX1-HEK293 calcium flux, Fluo-4, BAM8-22 antagonism; active compounds read low; 310,000 compounds, 1.3% hits; B-score at 10 µM;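 active = calcium-response B-score plate-corrected more than 3 library SD below zero, starting fluorescence within 5 deviations, no agonist response on first addition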;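 also: peak minus trough fluorescence over baseline after final BAM8-22 challenge near maximal dose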
# Target sequence (Q96LB2 whole entry, looked up): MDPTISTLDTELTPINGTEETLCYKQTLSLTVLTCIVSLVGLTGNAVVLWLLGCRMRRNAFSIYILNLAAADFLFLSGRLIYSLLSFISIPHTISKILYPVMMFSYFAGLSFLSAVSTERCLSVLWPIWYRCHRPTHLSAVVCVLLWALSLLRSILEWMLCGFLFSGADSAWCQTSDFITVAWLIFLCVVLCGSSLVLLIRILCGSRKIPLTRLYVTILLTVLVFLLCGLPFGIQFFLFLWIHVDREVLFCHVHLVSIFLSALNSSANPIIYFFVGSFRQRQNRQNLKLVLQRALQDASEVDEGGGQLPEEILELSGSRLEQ
# MrgX1 allo act = allosterically activates human MrgX1 receptor signaling. Q96LB2. MrgX1-HEK293, Fluo-4 calcium flux, FDSS; active compounds read high. B-score at 10 µM. 310,000 compounds, 0.63% hits. AID 588675;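 active = plate-corrected calcium response at least 3 library SD above typical, normal starting fluorescence, not activating the receptor alone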;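 also: compound read alongside a low EC10 to EC30 dose of BAM8-22 agonist; peak minus trough fluorescence over baseline measured at the second addition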
# ANO1 block = mouse TMEM16A channel inhibition, primary screen. Q8BHY3. HEK293 TMEM16A/YFP iodide influx fluorescence, ionomycin. normalized B-score (activity score, 25-100; higher = stronger inhibition) at 10 µM. 310,000 compounds, 1.2% hits. AID 588511;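 active = ratio plate-corrected score three or more library SD toward inhibition, starting fluorescence score within five deviations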;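 also: score derived from kinetic fluorescence span divided by baseline fluorescence per well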
# ANO1 activ = activates or potentiates the mouse TMEM16A chloride channel. 340,000 compounds, 0.3% hits. HEK293 TMEM16A/YFP-H148Q/I152L, iodide quench fluorescence; active compounds read low. Q8BHY3. B-score at 10 µM;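 active = fluorescence-ratio B-score plate-corrected deviation score at least 3 library SD below zero, with starting fluorescence score within 5 deviations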;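 also: channel opened by trigger with iodide after compound preincubation; score built on the fluorescence ratio of max minus min over baseline; more negative score means more quench and so TMEM16A activation or potentiation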
# TRPC6 inhibitor = mouse TRPC6 channel inhibition; HEK293-TRPC6, membrane potential dye, ACh-evoked depolarization; active compounds read low; B-score at 10 µM; 310,000 compounds, 1.1% hits; AID 2553;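 active = B-score under library mean minus 3 SD, initial fluorescence not abnormally high, positive integrated signal ratio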;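 also: B-score derived from integrated fluorescence ratio over the kinetic read; more negative B-score means stronger inhibition of depolarization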
# MrgX1 ag = agonists of human MrgX1 receptor; Q96LB2; MrgX1-HEK293 cells, Fluo-4 calcium fluorescence, agonist mode; active compounds read high; B-score at 10 µM; 310,000 compounds, 0.44% hits;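 active = calcium response B-score plate-corrected fluorescence ratio at least 3 library SD, with starting fluorescence B-score inside 5 SD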
#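 Material: HEK293 cells stably expressing human MrgX1 receptor | Quantity: 15,000 cells per well | Times: Cells plated overnight, dye loaded 0.5 h 37 °C, 0.5 h room temperature | Measured by: Kinetic Fluo-4 NW fluorescence of intracellular calcium | Control set: Positive and negative controls per plate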
# TRPC6 act = activates the mouse TRPC6 cation channel. 310,000 compounds, 0.13% hits. AID 2550. B-score at 10 µM. Q61143. HEK293-TRPC6 membrane potential dye fluorescence; active compounds read high;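 active = B-score of the integrated fluorescence ratio above library mean plus 3 SD, and starting fluorescence ratio within library mean plus 5 SD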;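 also: higher score means more depolarization so channel activation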
# * hit, by the source's call; i = inactive; . = not tested or not shown.
SMILES | TRPC4 potent | TRPC4 inh | SKKanGAS inh | TRPC4 agonist | MrgX1 antag | MrgX1 allo act | ANO1 block | ANO1 activ | TRPC6 inhibitor | MrgX1 ag | TRPC6 act
C/C(=N\NC(=O)c1c(Br)c(C)nn1C)c1ccc(NC(=O)C(C)Oc2ccc(Cl)cc2C)cc1 (stereo not given) | i | i | 38 | i | i | i | i | i | i | i | i
CCOC(=O)c1c(NC(=O)Nc2cccc(Cl)c2)sc(C)c1C | i | i | 0 | i | i | i | i | i | i | i | i
COc1ccc(NC(=O)N[C@@H](Cc2ccccc2)C(=O)NN)cc1 | i | i | -1 | i | i | i | i | i | i | i | i
C=CCSc1ncccc1C(=O)O | i | i | 5 | i | i | i | i | i | i | i | i
Cc1cccc(-c2n[nH]c(=S)n2/N=C/c2ccc(C)o2)c1 | i | i | 11 | i | i | i | i | i | i | i | i
Cc1cccc(Sc2c(C=O)c3ccccc3n2C)c1 | i | i | 28 | i | i | i | 25* | i | i | i | i
O=C(Cn1cnc2c(oc3nc4c(cc32)CCCC4)c1=O)Nc1cccc(Cl)c1 | i | i | 1 | i | i | i | i | i | i | i | i
CSc1nc(C)cc(C)c1S(=O)(=O)c1ccccc1C | i | i | 0 | i | i | i | i | i | i | i | i
C=CCNC(=O)c1ccc(S(=O)(=O)CC)c(Cl)c1Cl | i | i | 4 | i | i | i | i | i | i | i | i
COc1ccc(S(=O)(=O)N2CCN(Cc3cc(OC)c(OC)cc3OC)CC2)cc1 | i | i | -2 | i | i | i | i | i | i | i | i
CCN(CC)S(=O)(=O)c1cccc(N=Nc2sc(N)nc2C)c1 | i | i | 4 | i | i | i | i | i | i | i | i
O=C(CN1C(=O)c2ccccc2C1=O)Nc1ccc(N2CCOCC2)cc1 | i | i | 0 | i | i | i | i | i | i | i | i
O=C(CCCN1C(=O)/C(=C/c2ccco2)SC1=S)Nc1ccccc1 | i | i | 11 | i | i | i | i | i | i | i | i
C=CCSc1nc(N)c(C#N)c(-c2ccc(C)cc2)c1C#N | i | i | 4 | i | i | i | i | i | i | i | i
O=C(Nc1ccc(NC(=O)c2cccc([N+](=O)[O-])c2)cc1)c1cccc([N+](=O)[O-])c1 | i | i | 3 | i | i | i | i | i | i | i | i
CC(C)N(C(=O)CSc1nnc(CN2CCCCCC2=O)n1-c1ccccn1)C(C)C | i | i | -4 | i | i | i | i | i | i | i | i
C/C(CC(=O)Nc1ccc2c(c1)OCCO2)=N\NC(=O)C(=O)Nc1ccccc1C | i | i | -9 | i | i | i | i | i | i | i | i
Cc1ccc(C2(c3ccc(C)cc3)NC(=O)N(CC(N)=O)C2=O)cc1 | i | i | -6 | i | i | i | i | i | i | i | i
CSc1ccc(/C=C(/Sc2nnc(-c3ccccc3)o2)C(=O)O)cc1 | i | i | -6 | i | i | i | i | i | i | i | i
Cc1csc(NC(=O)CSc2ccc(-c3ccc(F)cc3)nn2)n1 | i | i | -8 | i | i | i | i | i | i | i | i
CCCC(=O)NC(c1ccc(C(C)C)cc1)c1ccc2cccnc2c1O (stereo not given) | i | i | 84* | i | i | i | i | i | -6.4* | i | i
Cc1ccc(Sc2nnc(-c3ccccc3)cc2C#N)cc1 | i | i | 0 | i | i | i | i | i | i | i | i
CCCn1c(SCC(=O)c2cc(OC)ccc2OC)nnc1C(C)C | i | i | -3 | i | i | i | i | i | i | i | i
Cc1n[nH]c(=O)c2c(NC(=O)COC(=O)COc3cccc(Br)c3)oc(C)c12 | i | i | -1 | i | i | i | i | i | i | i | i
COc1ccc(S(=O)(=O)NCCSc2ccc(Cl)cc2)cc1OC | i | i | -4 | i | i | i | i | i | i | i | i
COc1ccc(C(=O)O/N=C(\N)Cc2ccc(Cl)c(Cl)c2)cc1OC | i | i | 1 | i | i | i | i | i | i | i | i
Cc1ccnc(NC(=O)C(C)N2C(=O)c3ccccc3C2=O)c1 (stereo not given) | i | i | -1 | i | i | 7.9* | i | i | i | i | i
CCOc1ccc(C(=O)NCCn2cc(SCC(=O)Nc3cc(C)on3)c3ccccc32)cc1 | i | i | 0 | i | i | i | i | i | i | i | i
CCCn1c(NCc2ccco2)nc2ccccc21 | i | i | -10 | i | i | i | i | i | i | i | i
Oc1ccc(/C=N/N=C/c2ccc(O)cc2)cc1 | i | i | -3 | i | i | i | i | i | i | i | i
CCOC(=O)CSc1nc2cc(C(=O)OC)ccc2c(=O)n1CCN1CCOCC1 | i | i | 11 | i | i | i | i | i | i | i | i
CCOC(=O)C1(Cc2ccccc2C(F)(F)F)CCN(C(C)CSC)CC1 (stereo not given) | i | i | -19 | i | i | i | i | i | i | i | i
CN(C)S(=O)(=O)N1CCC(Oc2cccc(C(=O)N3CCCCCCC3)c2)CC1 | i | i | -8 | i | i | i | i | i | i | i | i
CCOC(=O)COc1ccccc1/C=C1\NC(=O)NC1=O | i | i | 1 | i | i | i | i | i | i | i | i
COc1ccc(-n2nc3c(N4CCC(C(=O)NCC(C)c5ccccc5)CC4)nnc(C)c3c2C)cc1 (stereo not given) | i | i | 14 | i | i | i | i | i | i | i | i
CCc1ccc(NC(=O)CCS(=O)(=O)c2ccc(Cl)cc2)cc1 | i | i | -5 | i | i | i | i | i | i | i | i
Cc1ccc(NC(=O)COc2nc(C)cs2)cc1 | i | i | -4 | i | i | i | i | i | i | i | i
CN(C)c1ccc(-c2nnc(-c3cccs3)o2)cc1 | i | i | -1 | i | i | i | i | i | i | i | i
Cn1cc(CN2CCC(CO)(CCCc3ccccc3)CC2)c(-c2ccccc2)n1 | i | i | -5 | i | i | i | i | i | i | i | i
Cc1[nH]c2ccccc2c1C(=O)C(C)OC(=O)c1ccc(Cl)nc1 (stereo not given) | i | i | -5 | i | i | i | i | i | i | i | i
CCOC(=O)N1CCN(c2c(NCc3ccccc3Cl)c(=O)c2=O)CC1 | i | i | 5 | i | i | i | i | i | i | i | i
C=CCO/N=C(/CCC)C1=C(N)CC(C)(C)CC1=O | i | i | . | i | i | i | i | i | i | i | i
CCn1c(=O)c(C(=O)NC(C)C)c(O)c2ccccc21 | i | i | -2 | i | i | i | i | i | i | i | i
Cc1cc(O)cc2c(=O)c3ccccc3sc12 | i | i | -5 | i | i | i | i | i | i | i | i
CC(C)(C)c1ccc(OCCCNC2CCCC2)cc1 | i | i | -7 | i | i | i | i | i | -5.8* | i | i
CCOc1ccc(NC(=O)CNC(=O)c2ccc([N+](=O)[O-])cc2)cc1 | i | i | 1 | i | i | i | i | i | i | i | i
CCCCC(=O)Nc1nnc(SCC(=O)Nc2ccc(OC)cc2)s1 | i | i | 0 | i | i | i | i | i | i | i | i
Clc1ccccc1Cn1nc(-c2ccccc2)nc1-c1ccccc1 | i | i | -1 | i | i | i | i | i | i | i | i
CCOc1cc(S(=O)(=O)N(CC)CC)c(OCC)cc1-n1cnnn1 | i | i | 4 | i | i | i | i | i | i | i | i
COc1ccc(-n2c3c(cc(C(=O)NNc4ccccc4C)c2=O)C(=O)CC(C)(C)C3)cc1 | i | i | -3 | i | i | i | i | i | i | i | i
O=C(NCCN1CCN(c2ccccc2)CC1)c1ccc2c(c1)[nH]c(=S)n1c3ccccc3nc21 | i | i | 5 | i | i | i | i | i | i | i | i
Cc1ccc(C)c(NC(=O)CNS(=O)(=O)c2ccccc2)c1 | i | i | -5 | i | i | i | i | i | i | i | i
Cc1cc(C)c2c(N)c(C(=O)Nc3cccc(C)c3C)sc2n1 | i | i | 3 | i | i | i | i | i | i | i | i
CCn1c(=NC(=O)COc2ccccc2)sc2cccc(F)c21 | i | i | 4 | i | i | i | i | i | i | i | i
CCCCC1CN2CCc3c([nH]c4ccccc34)C2(C)C1 (stereo not given) | i | i | -4 | i | i | i | i | i | i | i | i
Cc1c(NC2=NC3(CCCCC3)Cc3ccccc32)c(=O)n(C)n1-c1ccccc1 | i | i | -13 | i | i | i | i | i | i | i | i
CCOC(=O)c1cnc2c(OC)cccc2c1N1CCN(c2ccccn2)CC1 | i | i | -4 | i | i | i | i | i | i | i | i
CCC(C)c1ccccc1OCCn1ccnc1 (stereo not given) | i | i | -2 | i | i | i | i | i | i | i | i
COc1ccc(C(=O)/C=C(\C)NCc2ccc3c(c2)OCO3)cc1 | i | i | -8 | i | i | i | i | i | i | i | i
Oc1nc(Nc2cccc(Cl)c2)sc1/C=C1\C=Nc2ccccc21 | i | i | 113* | i | i | i | i | i | i | i | i

# (list continues)
SMILES | TRPC4 potent | TRPC4 inh | SKKanGAS inh | TRPC4 agonist | MrgX1 antag | MrgX1 allo act | ANO1 block | ANO1 activ | TRPC6 inhibitor | MrgX1 ag | TRPC6 act
CCCN(CC(=O)Nc1ccc(NC(C)=O)cc1)CC(=O)Nc1ccc(F)c(F)c1F | i | i | -22 | i | i | i | i | i | i | i | i
Cc1ccc2c(c1)C(O)(CC(=O)c1ccc3c(c1)OCO3)C(=O)N2 (stereo not given) | i | i | 1 | i | i | i | i | i | i | i | i
CCOC(=O)c1sc(-c2ccccn2)nc1C | i | i | -5 | i | i | i | i | i | i | i | i
COc1ccc(S(=O)(=O)N(CCc2ccccc2)CC(N)=O)cc1 | i | i | -7 | i | -5.4* | i | i | i | i | i | i
CCOc1ccc(NC(=O)CCC(=O)NNC(=O)Nc2cccc(Cl)c2)cc1 | i | i | -9 | i | i | i | i | i | i | i | i
Cc1ccc(N=Nc2ccc(O)c(/C=N\NC(=O)c3ccc(N)cc3)c2)cc1C | i | i | 0 | i | i | i | i | i | i | i | i
CSC1=C(C#N)C(c2ccc(C)cc2)C2=C(CCCC2=O)N1 (stereo not given) | i | i | -1 | i | i | i | i | i | i | i | i
O=C(COC(=O)c1n[nH]c2ccccc12)Nc1ccc([N+](=O)[O-])cc1 | i | i | -2 | i | i | i | i | i | i | i | i
CCCCCCCCNC(=O)/C(C#N)=C/c1ccc2c(c1)OCCO2 | i | i | -6 | i | i | i | i | i | i | i | i
Cc1ccc(NC(=O)CCc2nnc3ccc(N4CCOCC4)nn23)cc1C | i | i | -3 | i | i | i | i | i | i | i | i

# Outcome played no part in choosing rows. About 6.7% of those tested had a hit in this group.
